# Screening results from PubChem BioAssay.
# ATG4B inh: ATG4B protease inhibitors, primary screen, biochemical, fluorescence, uHTS; AID 504462, 2011; actives 0.51% (n = 340,000); inhibition, % at 8.33 µM; Cysteine protease ATG4B (Homo sapiens), Q9Y4P1; ATG4B cleavage of LC3-PLA2, NBD-HPC fluorescence, 1 h; in the data active = inhibition above about 40%
# Target sequence (Q9Y4P1 whole entry, looked up): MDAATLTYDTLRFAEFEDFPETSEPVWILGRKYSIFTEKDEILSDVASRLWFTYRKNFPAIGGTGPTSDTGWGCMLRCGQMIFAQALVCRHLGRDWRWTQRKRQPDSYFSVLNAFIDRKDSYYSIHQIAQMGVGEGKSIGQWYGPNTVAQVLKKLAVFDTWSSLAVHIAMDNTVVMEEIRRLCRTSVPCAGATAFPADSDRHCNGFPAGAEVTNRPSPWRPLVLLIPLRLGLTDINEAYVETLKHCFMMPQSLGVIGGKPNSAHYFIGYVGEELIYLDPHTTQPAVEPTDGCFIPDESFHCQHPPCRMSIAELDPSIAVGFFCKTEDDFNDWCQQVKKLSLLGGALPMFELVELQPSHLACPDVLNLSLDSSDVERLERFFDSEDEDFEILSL
# NLRP3 yeast inh: NALP3 inflammasome inhibitors in reconstituted yeast, primary screen, luminescence, uHTS; Yeast reconstituted NLRP3/ASC/caspase-1, beta-gal luminescence, 24 h; inhibition, % at 10 µM; actives 0.39% (n = 330,000);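 active = inhibition of 50% or more; inactive = inhibition below 50%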;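 also: plate controls were induced DMSO wells for no effect and uninduced yeast grown without galactose for full effect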
# Apaf-1 inh: inhibitors of human Apaf-1 apoptosome, primary screen, biochemical, DEVD-Rh110 fluorescence, uHTS | actives 0.71% (n = 330,000) | Apoptotic protease-activating factor 1 (Homo sapiens), O14727 | inhibition, % at 20 µM | reconstituted apoptosome caspase-3 activity; active = inhibition of at least 40% at 20 µM;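 also: plate controls were DMSO wells for no effect and DEVD-CHO caspase inhibitor wells for full effect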
#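 Material: reconstituted apoptosome with Apaf-1, cytochrome c, caspase-9, procaspase-3, dATP / Buffer or medium: pH 7.5 Hepes buffer with CHAPS, BSA, DTT / Also added: cytochrome c with DEVD-Rh110 / Schedule: compound with Apaf-1, dATP, procaspase-3 30 min, then 50 min reaction, room temperature / Technique: rhodamine 110 fluorescence at Ex 480/Em 540 nm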
# tim10-1 inh: growth inhibitors of tim10-1 mutant yeast, primary screen, luminescence, uHTS; actives 2.2% (n = 330,000); S. cerevisiae tim10-1 ts strain growth, BacTiter-Glo, 24 h; inhibition, % at 20 µM;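 active = inhibition of at least 40%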;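 also: mutant grown at 25 °C; 0% = DMSO wells with yeast and 100% = wells holding no yeast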
# hIAP act: human IAP activators, primary screen, biochemical, luminescence, uHTS; Intestinal-type alkaline phosphatase (Homo sapiens), P09923; activation factor at 10 µM; actives 0.16% (n = 330,000); purified human IAP, CDP-Star luminescence, 30 min; hits give high values; 1 = vehicle-only enzyme, 0 = enzyme-free background;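 active = activation factor of the enzyme at least 2-fold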; also: the source names both 10 and 20 µM as test concentration; values of inactives mirror those of a sister screen read the other way
# Target sequence (P09923 whole entry, looked up): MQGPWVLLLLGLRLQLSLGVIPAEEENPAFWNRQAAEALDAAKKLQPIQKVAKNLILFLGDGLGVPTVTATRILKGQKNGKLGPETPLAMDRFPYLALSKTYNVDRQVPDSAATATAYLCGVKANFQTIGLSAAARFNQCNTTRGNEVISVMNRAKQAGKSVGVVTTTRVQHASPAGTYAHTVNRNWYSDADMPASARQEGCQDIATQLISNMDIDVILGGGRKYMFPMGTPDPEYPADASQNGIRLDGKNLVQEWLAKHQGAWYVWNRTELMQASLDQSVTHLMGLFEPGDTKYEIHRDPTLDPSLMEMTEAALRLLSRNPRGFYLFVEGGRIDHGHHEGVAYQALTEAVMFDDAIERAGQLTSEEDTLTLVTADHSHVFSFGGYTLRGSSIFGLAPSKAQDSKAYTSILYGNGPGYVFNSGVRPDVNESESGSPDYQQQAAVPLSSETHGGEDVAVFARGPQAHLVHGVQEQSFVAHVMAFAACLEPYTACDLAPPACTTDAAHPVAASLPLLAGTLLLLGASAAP
# mIAP inh: inhibitors of mouse IAP, primary screen, biochemical, luminescence, uHTS; intestinal alkaline phosphatase [Mus musculus]; purified mouse IAP, CDP-Star luminescence, 30 min; inhibition, % at 10 µM; actives 0.2% (n = 330,000); AID 2806, 2010;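 active = inhibition of at least 40% at 10 µM in the primary screen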;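 also: plate controls were DMSO with enzyme for no effect and no enzyme wells for full effect; values of inactives mirror those of a sister screen read the other way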
# mIAP activ: activators of mouse IAP, primary screen, biochemical, luminescence, uHTS. AID 2805, 2010. intestinal alkaline phosphatase [Mus musculus]. actives 0.24% (n = 330,000). muIAP, CDP-Star luminescence, 30 min; hits give high values; 1 = vehicle-only enzyme signal, 0 = enzyme-free wells. activation factor at 10 µM;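 active = activation factor of at least 2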; also: the source names both 10 and 20 µM as test concentration; values of inactives mirror those of a sister screen read the other way
#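 Assay system: mouse IAP enzyme; reagent: chemiluminescent substrate CDP-Star; dosing: test compounds delivered from DMSO solution; schedule: 30 min at room temperature; measured by: luminescence from enzymatic CDP-Star hydrolysis; controls: DMSO-only wells and no-enzyme negative control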
# TIM10 inh: growth inhibitors of isogenic TIM10 control yeast, primary screen, counter-screen for tim10-1 yeast inhibitor project, luminescence, uHTS | AID 463195, 2010 | inhibition, % at 10 µM | S. cerevisiae TIM10 strain growth, BacTiter-Glo luminescence, 24 h | actives 1.4% (n = 330,000);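 active = inhibition of 40% or more at the single tested concentration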;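 also: wild-type TIM10 isogenic control strain grown at permissive 25 °C; 0% = DMSO yeast wells and 100% = minimal medium wells without yeast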
# hIAP block: human IAP inhibitors, primary screen, biochemical, luminescence, uHTS. inhibition, % at 10 µM. purified IAP, CDP-Star luminescence, 30 min. actives 0.12% (n = 330,000). Intestinal-type alkaline phosphatase (Homo sapiens), P09923;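 active = inhibition reaching a set limit with compound at 10 µM in the primary screen, cut at about 35% in these data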;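 also: plate controls were DMSO wells with enzyme for no effect and no-enzyme buffer wells for full effect; values of inactives mirror those of a sister screen read the other way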
# * hit, by the source's call; / = no result given.
SMILES,ATG4B inh,NLRP3 yeast inh,Apaf-1 inh,tim10-1 inh,hIAP act,mIAP inh,mIAP activ,TIM10 inh,hIAP block
O=C(CCc1ccccc1)N/N=C\C1CC=CCC1 (centres undefined),3,7,-4,4,0.82,0,1,-5,18
Cc1ccc(NC(=O)N2CCC(C(N)=O)CC2)cc1,-2,6,0,-8,0.95,10,0.9,-8,5
Cn1nc(NC(=O)CC(C)(C)CC(=O)O)c2ccccc21,4,7,-1,0,0.99,4,0.96,-14,0
Cc1ccc(S(=O)(=O)NCC2CCCO2)cc1[N+](=O)[O-] (centres undefined),-15,12,-1,8,0.85,-14,1.1,-12,15
CCC1(C)Cc2ccccc2-c2nc(NCCO)[nH]c(=O)c21 (centres undefined),0,9,10,21,1.1,-3,1,9,-13
CC1(C)CC(=O)c2cc3c(nc2C1)CC(C)(C)CC3=O,-9,-9,7,5,0.9,-16,1.2,1,10
Cc1ccc(NC(=O)CN(C)C(=O)CSc2nc3ccccc3o2)cc1,-5,8,-8,11,1.6,5,0.95,-1,-64
COCCN(Cc1ccccc1)C(=O)c1cccc(S(=O)(=O)N2CCCc3ccccc32)c1,-4,7,16,15,0.98,2,0.98,19,2
N#Cc1c(N2CCN(C(=O)c3ccccc3)CC2)nc(-c2ccccc2)c2c1CCCC2,1,11,22,18,0.87,1,0.99,10,13
CC1(C)CC(NS(=O)(=O)c2ccc(S(N)(=O)=O)cc2)CC(C)(C)N1,/,12,3,16,1,6,0.94,9,-1
O=c1cnc2ccccc2n1CC1CCCCC1,7,0,-6,11,0.96,0,1,-15,4
CN(C)S(=O)(=O)c1ccc(NC=O)cc1,3,13,-7,1,1.1,2,0.98,1,-5
COc1ccccc1NC(=O)CSc1nnc(-c2ccncc2)o1,1,18,0,16,1.1,0,1,3,-13
CC(OC(=O)c1ccc2c(c1)C(=O)N(Cc1ccncc1)C2=O)C(=O)Nc1cccc(Cl)c1Cl (centres undefined),-4,19,4,5,0.91,-2,1,-1,9
Cc1cc(C)n2c(Br)c(CSc3nc4ccccc4o3)nc2n1,-7,4,16,30,0.97,0,1,9,3
CS(=O)(=O)c1sc2nc(-c3ccccc3)cc(-c3ccccc3)c2c1N,2,18,22,49*,1.1,0,1,47*,-14
Cc1ccccc1N(C(=O)c1snc(C(N)=O)c1N)C(C(=O)NC1CCCC1)c1ccco1 (centres undefined),0,15,15,0,0.94,-4,1,14,6
O=C1NC2(CCCCC2)C(=O)N1c1cccc(Cl)c1,-4,3,10,11,1.1,5,0.95,-19,-7
Cn1cccc1C(=O)OCC(=O)NCc1cccs1,-14,19,-1,-2,1,-1,1,-5,-4
CC(=O)c1cccc(NC(=O)COC(=O)c2cccc(N3C(=O)c4ccccc4C3=O)c2)c1,1,7,9,35,1,4,0.96,4,-2
COc1ccc(-c2ccc(SCc3ccccn3)nn2)cc1OC,-1,17,3,14,1.1,-5,1.1,16,-14
CC1(c2ccc3c(c2)OCCO3)NC(=O)N(CC(=O)Nc2c(F)cccc2F)C1=O (centres undefined),-14,10,-9,13,0.94,-7,1.1,12,6
O=C(CN1c2cccc3cccc(c23)S1(=O)=O)NCc1ccc(F)cc1,-3,-20,6,-13,0.85,6,0.94,-11,15
O=C(COc1cc2oc(=O)c3c(c2cc1Cl)CCC3)NCCCN1CCCC1=O,-4,2,8,-3,0.73,-3,1,0,27
CC1(C)CC(=O)C(/C=N/c2ccccn2)=C(O)C1,-15,6,-4,-4,0.88,-7,1.1,-8,12
CNC(=O)c1nn(-c2ccc(C)cc2)ccc1=O,-2,10,-12,7,1.1,-13,1.1,8,-15
COc1ccc(OC)c(NC(=O)CSc2ccccc2)c1,-9,31,3,21,1.1,4,0.95,4,-8
CC(C)C[C@H](CO)Nc1nc(N(C)c2cccc(Cl)c2)c2ncn(C(C)C)c2n1,-7,7,29,4,1.1,7,0.93,4,-6
CSCCC(NC(=O)c1ccco1)C(=O)OCc1cc([N+](=O)[O-])cc2c1OCOC2 (centres undefined),-13,12,5,-12,0.9,-11,1.1,3,10
O=C(Nc1cnccn1)c1csc2ccccc12,-2,20,-14,32,0.86,5,0.95,17,14
Cc1cccc(C(=O)Nc2sc(-c3ccccc3)cc2C(=O)O)c1,68*,-17,17,15,1.2,-6,1.1,7,-18
O=C(NCc1ccc(F)cc1)c1ccc(CS(=O)(=O)Cc2ccccc2F)o1,3,17,10,10,0.93,-1,1,1,7
O=C(COC(=O)c1cc(S(=O)(=O)Nc2ccccc2Cl)ccc1O)Nc1ccc(F)c(F)c1F,-1,7,9,-10,0.99,1,0.99,-8,0
CN(Cc1ccccc1)C(=O)CSc1n[nH]c(N)n1,2,17,-1,14,0.92,-1,1,-15,8
C=CCOC(=O)C1=C(C)NC(SCC(=O)N(CC)CC)=C(C#N)C1c1ccccc1 (centres undefined),-6,-5,31,22,0.86,-2,1,36,14
CCOC(=O)[C@@H]1[C@H]2COc3ccc(Br)cc3[C@@H]2N2C(=O)N(c3ccc(C(F)(F)F)cc3)C(=O)[C@]12C,3,19,11,21,0.83,3,0.97,3,17
O=C(OCC1CC(c2ccccc2)=NO1)c1ccc(Br)cc1 (centres undefined),-6,8,-12,6,1,9,0.91,-3,-2
CCc1ccc(NC(=O)c2cc(-c3ccco3)on2)cc1,-4,29,-20,3,0.96,3,0.97,-12,4
COc1ccc(-c2sc(Nc3ccccc3)n[n+]2-c2ccccc2)cc1Br,7,3,6,-10,0.97,11,0.89,10,2
CCCCN(C(=O)CSc1c(C)c(C)cc(C)c1C)c1c(N)n(CCC)c(=O)[nH]c1=O,0,8,-4,-4,0.93,-4,1,2,8

# Entries of single compounds, quoted from the list:
# Listed for CCc1ccc(NC(=O)c2cc(-c3ccco3)on2)cc1 = ATG4B inh: -4; NLRP3 yeast inh: 29; Apaf-1 inh: -20; tim10-1 inh: 3; hIAP act: 0.96; mIAP inh: 3; mIAP activ: 0.97; TIM10 inh: -12; hIAP block: 4
# Listed for O=C(COC(=O)c1cc(S(=O)(=O)Nc2ccccc2Cl)ccc1O)Nc1ccc(F)c(F)c1F = ATG4B inh: -1; NLRP3 yeast inh: 7; Apaf-1 inh: 9; tim10-1 inh: -10; hIAP act: 0.99; mIAP inh: 1; mIAP activ: 0.99; TIM10 inh: -8; hIAP block: 0

# Going on with the list.
SMILES,ATG4B inh,NLRP3 yeast inh,Apaf-1 inh,tim10-1 inh,hIAP act,mIAP inh,mIAP activ,TIM10 inh,hIAP block
Cc1cc(/N=C/N(C)C)on1,5,9,-20,-1,0.95,5,0.95,-3,5
COC(=O)c1ccc(-n2c(C)cc(C(=O)COC(=O)CC3Sc4ccccc4NC3=O)c2C)cc1 (centres undefined),3,18,11,10,1,10,0.9,18,-4
CSc1ccc(NC(=O)NCCCN2CCN(c3ccccc3F)CC2)cc1,9,22,7,13,0.97,-48,1.5,-1,3
COc1ccc(CCN2C(=O)C3C4C=CC(C5CC45)C3C2=O)cc1OC (centres undefined),-3,2,-15,29,0.89,-9,1.1,-8,11
COc1ccc(OC)c(NC(=O)c2ccc(CSc3nnc(C)s3)cc2)c1,0,12,-1,17,1,12,0.88,7,-4
C/C(Cc1ccccc1)=N/NC(=O)CNC(=O)C(c1ccccc1)c1ccccc1,6,9,-4,-5,0.99,6,0.94,3,1
CC1CCCC(NC(=O)C2CCN(S(=O)(=O)N3CCC4(CC3)OCCO4)CC2)C1C (centres undefined),5,20,-5,10,1.1,4,0.96,7,-6
CC1=C(C(=O)N2CCOCC2)C(c2ccc(Cl)cc2)NC(=S)N1 (centres undefined),-7,-12,2,11,0.96,-1,1,-6,4
O=C(NCC1CC1)C1(C(F)(F)F)CC(CCCO)CCCO1 (centres undefined),-6,9,-1,-10,1,4,0.96,-3,-3
CCCCNS(=O)(=O)c1cc2c3c(c1)CCN3C(=O)CC2,4,-2,4,13,0.94,-4,1,-1,6
CCOC(=O)c1ccc(Nc2c(OCC)c(=O)c2=O)cc1,3,8,-14,0,1.2,4,0.96,9,-18
O=C(Nc1ccccc1)N1CCC(C(=O)N2CCN(c3ccccc3F)CC2)CC1,-3,16,-11,-8,1,12,0.88,15,-1
Cc1ccc(C(=O)NCCCNC(=O)COc2ccc(Cl)cc2)cn1,2,24,-4,-14,1.1,10,0.9,2,-9
COC(CNS(=O)(=O)c1cccc2nonc12)OC,-7,11,-5,-4,1.2,6,0.94,15,-19
CC1(C)CC(=O)C2=C(C1)N(Cc1cccnc1)C(=O)C2(NC(=O)C1CC1)C(F)(F)F (centres undefined),2,-7,9,18,1.3,-1,1,8,-27
Cc1ccc(C(=O)OCC(=O)NC(C)c2ccccc2)cc1C (centres undefined),-8,38,4,0,0.95,1,0.99,3,5
COc1ccc(C2C(C(=O)NCCN3CCOCC3)c3ccccc3C(=O)N2C2CCCCC2)cc1 (centres undefined),-1,-5,10,15,0.87,-2,1,18,13
COc1ccc(CCN(CC(=O)NCc2ccc(F)cc2)C(=O)c2snc(C(N)=O)c2N)cc1OC,-9,17,6,-3,0.99,-6,1.1,-15,1
N/C(=N\OCc1ccccc1)c1nonc1N,5,7,4,1,1.1,-5,1.1,10,-12
O=C(CCc1ccncc1)NC1CCCc2c1cnn2-c1cc(F)cc(F)c1 (centres undefined),1,10,13,5,1.2,-5,1.1,-2,-16
CC(C)C(=O)Nc1c(-c2ccccc2)c(=O)c2ccccc2n1C,-4,1,-26,4,0.85,-2,1,-8,15
COc1ccc(CC(=O)NNC(=O)c2ccco2)cc1,-3,6,0,-6,1.1,14,0.86,4,-11
CCCn1c(-c2ccncc2)n[nH]c1=S,0,14,-4,5,0.93,5,0.95,-22,7
O=C(CCc1ccccc1)Nc1cccnc1,1,7,0,16,0.92,-2,1,-13,8
COCOc1ccc(C2CC(=O)c3c(OCOC)cc(OCOC)cc3O2)cc1 (centres undefined),-19,4,7,-14,1,-5,1,-35,-3
CC(C)c1ccc(/C=C2\SC(N3CCCC3)=NC2=O)cc1,5,17,10,19,0.96,-4,1,32,4
O=C(Cc1ccc(Br)cc1)Nc1ccc(S(=O)(=O)N2CCCC2)cc1,/,10,8,28,1.3,-18,1.2,11,-32
COc1ccc(C(=O)Nc2ccc3oc(-c4cccc(F)c4)nc3c2)cc1OC,1,7,-3,-3,0.96,-10,1.1,-2,4
CC(OC(=O)CCC(=O)c1ccccc1)C(=O)Nc1ccc(F)cc1 (centres undefined),1,2,-4,-15,1.1,3,0.97,-6,-6
O=C(CNC(=O)[C@@H]1Cc2ccccc2CN1)NC1CCCC1,-8,2,-4,-1,0.94,-2,1,-1,6
CCC(C)NC(=O)C1CCN(C(=O)N(C)C)CC1 (centres undefined),4,13,-8,-5,1,10,0.9,-1,0
Cc1cc(C(=O)NCc2cccs2)cs1,3,23,-29,7,1,3,0.97,-3,-3
